ATXN2 expr inh – Primary qHTS for Inhibitors of ATXN expression; HEK-293 ATXN2-luciferase reporter, luminescence, 24 h; hit rate 0.72% among 360,000; Potency, µM (titrated, usually from 57 µM), for inactives: top-dose activity change, negative = inhibition, hits mostly inhibitors; note: potency is the fitted concentration of half-maximal effect; % is set by controls: 0 for no effect and ±100 for the full control effect; nearly all actives have a fitted effect of over 55% in size
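ATXN2-luciferase reporter cells (luciferase flanked by upstream and downstream ATXN2 gene portions) were treated 24 h at 37 °C with compounds at up to 57 uM. SteadyGlo luminescence gave expression; GF-AFC fluorescence gave viability.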
MCF10A rereplic – A quantitative high throughput screen for small molecules that induce DNA re-replication in MCF 10a normal breast cells. MCF 10A DNA re-replication, Hoechst nuclear intensity, 48 h. Potency, µM (doses to about 46.1 µM), for inactives: at the highest dose activity, positive = re-replication, hits mostly activators. hit rate 2.9% among 350,000; note: potency is the fitted concentration of half-maximal effect; % of control where 0% means no effect; nearly all actives have a fitted effect of over 50% in size
SW480 rerep – A quantitative high throughput screen for small molecules that induce DNA re-replication in SW480 colon adenocarcinoma cells | SW480 DNA re-replication, Hoechst DNA content imaging, 48 h | Potency, µM (titrated, usually from 46.1 µM), without a hit: top-dose re-replication activation, actives largely listed as activators | hit rate 1.8% among 340,000 | AID 624297, 2012; note: potency is the fitted concentration of half-maximal effect; % of control where 0% means no effect; nearly all actives have a fitted effect of over 55% in size
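DNA re-replication was detected as more nuclei of elevated Hoechst intensity after 48 hr exposure to compound (23 nL pinned per well of 250 cells).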
IL1B secr inh – qHTS for Inhibitors of Inflammasome Signaling: IL-1-beta AlphaLISA Primary Screen; activity change, % at 57.5 µM; hit rate 4.7% among 360,000; THP-1 LPS/ATP IL-1B secretion, AlphaLISA, 16 h; active compounds read low; in the data active = activity change below about -50%; inconclusive = mostly about -30% to -49%; note: % is set by controls: 0 for no effect and ±100 for the full control effect
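THP-1 cells pretreated 1 hr with compounds (up to 57.5 uM final), then stimulated with LPS (250 ng/mL final) plus ATP (1.25 mM final); secreted IL-1B measured by AlphaLISA after 16 hr, decreased signal indicating inhibition.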
KB-3-1 tox – qHTS assay for MDR1-selective chemotherapeutics: Primary screen using the parental adenocarcinoma cell KB-3-1 | KB-3-1 viability, CellTiter-Glo ATP luminescence, 72 h | Potency, µM (series often up to 46.1 µM), inactives show top-dose activity change, negative = cytotoxic, usual class: cytotoxic | hit rate 1.4% among 400,000 | AID 1347075, 2019; note: potency is the fitted concentration of half-maximal effect; % is set by controls: 0 for no effect and ±100 for the full control effect; nearly all actives have a fitted effect of over 60% in size
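Screening of KB-3-1 cells (DMEM, 10% FBS, phenol-red free) ran from lowest to highest compound concentration; after 72 h at 37 °C viability was read luminescently and curves fitted.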
HepG2 tox – qHTS for Inhibitors of TGF-b: Cytotox Counterscreen. HepG2 CAGA-GFP viability, ATP luminescence, 18 h. Potency, µM (titrated, usually from 46.1 µM), for inactives: top-dose activity change, negative = cytotoxicity, usual class: cytotoxic. hit rate 0.76% among 410,000. AID 588856, 2011; note: potency is the fitted concentration of half-maximal effect; some results filed as inactive show a strong effect at the top dose
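HepG2 CAGA-GFP cells (1000/well, DMEM with 1% FBS) received compound, then TGF-beta at 500 pg/mL final, and were incubated 18 hours at 37 degrees C. Viability was read by CellTiter-Glo luminescence. Media-only wells were set as complete cell-killing and DMSO as no toxicity.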
S2 tox – Viability Counterscreen for Primary qHTS for Inhibitors of ATXN expression; S2 cells (HEK-293 line with an ATXN2-luciferase reporter) viability, CellTiter-Fluor protease fluorescence, 24 h; hit rate 0.49% among 400,000; Potency, µM (titrated, usually from 56.7 µM), actives largely listed as cytotoxic; note: potency is the fitted concentration of half-maximal effect; nearly all actives have a fitted effect of over 40% in size
HT1080NT lethal – qHTS for induction of synthetic lethality in tumor cells producing 2HG: qHTS for the HT-1080-NT fibrosarcoma cell line; HT-1080-NT fibrosarcoma viability, CellTiter-Glo ATP luminescence, 48 h; Potency, µM (doses to about 46.1 µM), for the others: top-dose activity, negative = less viability, usual class: cytotoxic; hit rate 1.6% among 360,000;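 note: NT is the 2HG producing partner of a matched IDH1 knockdown line; potency is the fitted concentration of half-maximal effect; 0% = DMSO-treated cells and -100% = media-only wells without cells; nearly all actives have a fitted effect of over 55% in size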
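Fibrosarcoma NT cells, 750 per well in 5% FBS RPMI, were exposed to compound for 48 hours. Viability: CellTiter-Glo luminescence.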
HT1080 IDH1KD tx – qHTS for induction of synthetic lethality in tumor cells producing 2HG: qHTS for the HT-1080-IDH1KD cell line. HT-1080 IDH1 knockdown viability, ATP luminescence, 48 h. Potency, µM (top dose mostly 46.1 µM), without a hit: top-dose activity, negative = toxicity, actives largely listed as cytotoxic. hit rate 2% among 360,000. AID 686971, 2013;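 note: potency is the fitted concentration of half-maximal effect; 0% = DMSO wells and -100% = cell-free medium wells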
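HT-1080-IDH1KD cells (IDH1 knocked down), 750/well in RPMI with 5% FBS, treated with compound 48 h at 37 degrees C. Viability by CellTiter-Glo luminescence, normalised to DMSO and no-cell wells; concentration-response curves classed.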
The depositor's hits bear a star; i = inactive; u = inconclusive; x = not tested or not shown; & = joins results of further samples; [ ] = another dose, or the depositor's remark. Unless noted, calls come from the whole dose curve; as a rule, active = well fitted curve in the direction sought with a large enough effect; inconclusive = small, poorly fitted or top-dose-only effect, or another doubt; inactive = no such curve, though single readings can be large; an effect the other way counts as inactive or inconclusive.

SMILES | ATXN2 expr inh | MCF10A rereplic | SW480 rerep | IL1B secr inh | KB-3-1 tox | HepG2 tox | S2 tox | HT1080NT lethal | HT1080 IDH1KD tx
COc1ccc(NC(=O)c2c(C(F)(F)F)nn(C)c2SCc2ccccc2Cl)cc1 | x | 5% | -8% | 3 | 1% | 9% | x | -1% | -10%
COc1ccc(C(CNC(=O)C2COc3ccccc3O2)N2CCCC2)cc1 (configuration not stated) | x | 0% | -12% | -18 | 2% | -12% | i | -2% | -1%
COc1cc(CN2C[C@@H](CO)O[C@@H](n3cnc4c(NC5CC5)ncnc43)C2)cc(OC)c1OC | 2% | x | x | u | 0% | 1% | i | 25% | 20%
COC(=O)CC1Nc2ccccc2SC1=O (configuration not stated) | 3% | 1% | -6% | -11 | -5% | -1% | i | 17% | 11%
CCOC(=O)Cn1nc(C)c(NC(=O)c2ccc(Cl)c([N+](=O)[O-])c2)c1C | -19% | 9% | 3% | -85* | -2% | 6% | i | -15% | -14%
COc1ccc2c(=O)c3c(=O)n(Cc4ccco4)c(-c4ccco4)nc3oc2c1 | -13% | 16% | 1% | -21 | -8% | -8% | i | 15% | 0%
O=C(CN(C(=O)CNC(=O)c1ccco1)c1ccc(F)c(Cl)c1)NC1CCCCC1 | -6% | -4% | -5% | -4 | 19% | -8% | i | -11% | 0%
Cc1ccc(CN/C=C/C(=O)c2ccc(Br)cc2)cc1 | 30% | u | -4% | 25 | 0% | 15% | i | -2% | -2%
C=CCNC(=O)c1ccccc1NC(=O)C1CC(=O)N(C(C)C)C1 (configuration not stated) | -15% | u | 1% | 0 | 19% | 5% | i | 1% | -3%
COc1ccc(C(=O)Nc2ccc(N3CCN(c4ccc(OC)cc4)CC3)c(C#N)c2)cc1 | 4% | u | -1% | 9 | -1% | -1% | i | 14% | 18%
COc1cccc(C=NNc2ccc([N+](=O)[O-])cn2)c1OC | u | -4% | 1% | 4 | 6% | 7% | u | 21% | 28%
CCc1cc[n+](-c2nc3ccccc3nc2[N-]S(=O)(=O)c2ccc(Br)s2)cc1 | x | 4% | 11% | 0 | -2% | 7% | i | -9% | -16%
CCOc1cc(C2C(C#N)=C(N)OC(C)=C2C(C)=O)c(Br)c(Br)c1OC(C)C (configuration not stated) | 1% | 16µM* | 8.2µM* | 0 | u | -58% | i | 7.3µM* | 15µM*
COc1cccc(-n2c(C)nn(CCOc3ccccc3)c2=O)c1 | 15% | -3% | -3% | 10 | 6% | -20% | i | 12% | 10%
COc1ccc(C(=O)C2CCCN(C(=O)c3ccccc3C(C)=O)C2)cc1F (configuration not stated) | x | 1% | 8% | 77 | 2% | 7% | i | 0% | -3%
CC(C)Oc1ccc(CNC(=O)c2ccc3nc(Cc4ccccc4)oc3c2)cc1 | -13% | x | x | x | -12% | -31% | i | x | x
CCCCCCCCCCCCCCCC[N+](C)(C)Cc1ccc(F)cc1 | u | 15µM* | u | -74* | u | -122% | i | 3% | -23%
Cc1ccc(N/C(N)=N/c2nc(CSc3nnc(N)s3)cc(=O)[nH]2)cc1 | -18% | 0% | 1% | 11 | 18% | -5% | i | 0% | -1%
Cc1cccc(NC(=O)CSc2nc(-c3ccccc3Cl)nc3c2Cc2c(CO)cnc(C)c2O3)c1C | -6% | x | x | x | -6% | -3% | i | x | x
Cc1cc(NC(=O)Nc2ccccc2[N+](=O)[O-])no1 | 0%[11.3 µM] | u | 1% | -18 | -2% | -34% | i | 18% | 11%
CCN(CC)c1ccc(NC(=O)/C=C\c2ccccc2Cl)cc1 | 38%[activator] | 9% | u | -5 | -6% | -12% | i | -29% | 0%
CCN(CC)c1nc2ccccc2[nH]c1=O | 2% | 1% | 3% | 35 | 7% | -12% | i | -6% | -12%
CCCCNCCOCCSc1ccc(Cl)cc1 | -35% | u | -14% | u | -9% | -41% | i | -29% | -10%
Nc1nn(-c2ccccc2)nc1C(=O)OCc1ccccc1 | 79%&44%[activator] | -10% | -50%[inhibitor] | u | -4%&-4% | -9%&-19% | i | -3% | -2%
COc1cc(-c2ccc(Nc3ccccc3C(=O)O)c(OC)c2)ccc1Nc1ccccc1C(=O)O | 118%[activator] | u | u | 9 | u | -19% | i | -2% | -24%

A run of entries from further up, for reference:
SMILES | ATXN2 expr inh | MCF10A rereplic | SW480 rerep | IL1B secr inh | KB-3-1 tox | HepG2 tox | S2 tox | HT1080NT lethal | HT1080 IDH1KD tx
COc1ccc(NC(=O)c2c(C(F)(F)F)nn(C)c2SCc2ccccc2Cl)cc1 | x | 5% | -8% | 3 | 1% | 9% | x | -1% | -10%
COc1ccc(C(CNC(=O)C2COc3ccccc3O2)N2CCCC2)cc1 (configuration not stated) | x | 0% | -12% | -18 | 2% | -12% | i | -2% | -1%
COc1cc(CN2C[C@@H](CO)O[C@@H](n3cnc4c(NC5CC5)ncnc43)C2)cc(OC)c1OC | 2% | x | x | u | 0% | 1% | i | 25% | 20%
COC(=O)CC1Nc2ccccc2SC1=O (configuration not stated) | 3% | 1% | -6% | -11 | -5% | -1% | i | 17% | 11%

(next part)
SMILES | ATXN2 expr inh | MCF10A rereplic | SW480 rerep | IL1B secr inh | KB-3-1 tox | HepG2 tox | S2 tox | HT1080NT lethal | HT1080 IDH1KD tx
CC1CCN(S(=O)(=O)c2ccc3c(c2)oc(=O)n3CC(=O)N2c3ccccc3CC2C)CC1 (configuration not stated) | 4% | -1% | 13% | -22 | 2% | -10% | i | -8% | -10%
Cc1cccc(C)c1OCCNC(=O)CCC(=O)c1ccccc1 | -6% | 24% | 3% | 24 | 15% | 16% | i | 9% | 7%
C#CCOCCOCCOCCNc1nc(N2CCN(C(=O)[C@H](Cc3cc4ccccc4[nH]3)n3cc(C(N)CC(C)C)nn3)CC2)nc(N2CCN(C(=O)[C@H](CCC(=O)O)n3cc(C(N)[C@H](C)CC)nn3)CC2)n1 (some centres not stated) | -4% | -9% | 2%[9.22 µM] | 5 | 4% | -27% | i | 1% | -7%
Cc1ccc(S(=O)(=O)N2CCC(=O)N(CCOCc3ccc(F)cc3)CC2)cc1 | -15% | 17% | -8% | -16 | 0% | -15% | i | 7% | 3%
CCOC(=O)CN1C(=O)S/C(=C\c2ccc3c(c2)OCO3)C1=O | x | 8% | -3% | 3 | 1% | -5% | x | 5% | 9%
C/C(=C\c1ccccc1)C(=O)NCc1ccco1 | x | 0% | 1% | -7 | 3% | 17% | i | 12% | 7%
CCn1cc(C2=NC(C(C)C)CO2)c2ccccc21 (configuration not stated) | 7% | -5% | 3% | 6 | 1% | -94% | i | -2% | 0%
CCCSc1nc2c(cnn2-c2ccccc2)c(=O)[nH]1 | -6% | -1% | -4% | 18 | 7% | -15% | i | -24% | u
CCCCCc1nc2c(=O)n(C)c3ccccc3c2o1 | 21% | 9% | 6% | -11 | 3% | -30% | i | -5% | 1%
Cc1nnc(SCC(=O)NC(C)(C)C)n1NCc1cccc(Br)c1 | -9% | 0% | -2% | 10 | -3% | -8% | i | 1% | 5%
CC(C)Oc1ccc(CNC(=O)Cn2ccc3cc(S(=O)(=O)N4CCCC4)ccc32)cc1 | 23% | 4% | -13% | 94 | 3% | -3% | i | -4% | -1%
Cc1ccc(C)c(OCc2cc(C(=O)N3CCN(c4ccccc4C)CC3C)no2)c1 (configuration not stated) | 1% | 7% | 6% | 56 | -10% | -22% | i | -18% | -25%
Cc1cccc(OC(=O)c2cc(-c3ccc(Cl)cc3)on2)c1C | 0% | x | x | x | -1% | 8% | i | x | x
CCOc1ccccc1OCCCC(=O)NNC(=O)c1cc(C)oc1C | 0% | 3% | -3% | u | 0% | -33% | u | -2% | -3%
Cc1sc2ncn(CC(=O)OCC(=O)NC(C)(C)C)c(=O)c2c1C | -1% | 13% | 0% | 28 | 0% | -14% | i | 3% | 1%
CCNC(=O)N(CC)C[C@H]1N[C@@](CC)(C(=O)OC)[C@H]2C(=O)N(Cc3ccccc3)C(=O)[C@@H]12 | 6% | u | u | 36 | 15% | 2% | i | 7% | 7%
N#C/C(=C\c1c(Oc2ccc(Cl)cc2)nc2ccccn2c1=O)C(=O)NC1CCS(=O)(=O)C1 (configuration not stated) | -6% | 5.2µM* | u | -100* | u | -54% | x | -13% | u
O=C(c1ccc(F)cc1)N1CCCC(N2CCN(Cc3ccc4c(c3)OCO4)CC2)C1 (configuration not stated) | -14% | -4% | -13% | -11 | -1% | -18% | i | -8% | 0%
C=C1c2ccc(C)cc2NC(=O)N1c1ccccc1 | 3% | u | 8% | 18 | 24% | -4% | i | 0% | 0%
COc1cccc(/C=N/n2nnnc2N)c1OCC#N | -8% | -1% | -2% | 7 | 1% | -9% | i | 16% | 17%
CCOc1ccc(C2NCCc3cc(OC)c(OC)cc32)cc1OC (configuration not stated) | -7% | u | 0% | -9 | 0% | -31% | i | -1% | 0%
O=C(N/N=C/c1c[nH]c2ccccc12)c1ccn(Cc2ccc(Cl)cc2)n1 | -11% | 10% | -2% | -13 | -7% | 7% | i | -13% | -15%
O=C1c2[nH]nc(-c3ccccc3O)c2C(c2ccccc2F)N1Cc1ccco1 (configuration not stated) | 11% | u | -3% | 75 | -12% | -64% | u | -23% | -5%
Cc1cc(C)n2nc(C(=O)N/N=C/c3cccc(Cl)c3)nc2n1 | -12% | 7% | -12% | -20 | u | 23% | i | 0% | 12%
Cc1noc(C)c1COc1ccc(C(=O)NCCc2ccccn2)cc1 | 19% | 3.3µM* | 5% | 16 | -2% | -2% | i | 1% | 0%
N#C/C(=C\c1ccc(Br)cc1)c1nc(-c2cc3cc(Br)ccc3oc2=O)cs1 | 7% | x | x | x | 12% | 10% | i | x | x
